S aureus QS inh: S. aureus quorum sensing inhibitors, primary screen, RNAIII-GFP reporter, flow cytometry. 24,000 tested, 0.3% active. inhibition, % at 2 µM. AID 527, 2006. S. aureus RN6390 RNAIII-GFP reporter, AIP-induced, flow cytometry 3 h;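 active = share of bacteria positive for the green fluorescent reporter and its mean brightness both inhibited by 50% or more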;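 note: 0% = AIP-stimulated control and 100% = unstimulated bacteria without AIP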
S aureus QS inh GFP MFI %: also measured in S aureus QS inh; calls as there; inhibition, %; measured here: inhibition of GFP MFI
* = called active by the depositor.

SMILES | S aureus QS inh | S aureus QS inh GFP MFI %
Cc1ccc(-n2ncc(C(=O)O)c2C2CCN(C(=O)OC(C)(C)C)CC2)cc1 | -2.1 | -3.4
Cc1ccc(Cl)cc1NS(=O)(=O)c1c(C)[nH]c(=O)[nH]c1=O | 1.2 | 3.0
CCCCC(CC)CNC(=O)CCS(=O)(=O)c1cccc2nonc12 (stereo unspecified) | 0.1 | 6.8
Cc1[nH]c(C)c(C(=O)O)c1CNC1CCCCC1C (stereo unspecified) | -1.1 | -58.5
Cc1ccc(-c2nc3ccccc3[nH]2)s1 | 0.0 | 1.5
CC1(C)Cc2c(sc3c2c(=N)n(Cc2ccco2)c(=O)n3Cc2ccccc2)CO1 | -2.1 | -5.8
c1ccc(Cn2nnc3c(N4CCOCC4)ncnc32)cc1 | 6.6 | 12.2
Cn1c(SCC(=O)N2CCCCCC2)nc2c([nH]c3ccccc32)c1=O | 12.1 | 21.7
O=c1c2cnn(-c3ccccc3)c2ncn1Cc1cccnc1 | 2.1 | 7.9
CCOc1ccc(CNC(=O)C2CCC(=O)N2C2CCCC2)cc1OC (stereo unspecified) | 3.8 | 11.6
CCCCNC(=O)c1ccc2nc(-c3ccco3)c(-c3ccco3)nc2c1 | 1.6 | 13.2
CC1CC(C)CN(S(=O)(=O)c2cccc3cccnc23)C1 (stereo unspecified) | -1.6 | -0.9
Nc1ccc(Nc2ccccc2N)cc1 | 9.2 | 15.0
CCc1ccc(NC(=O)CSc2nnc(Cc3cccn3C)n2-c2ccc(F)cc2)cc1 | 3.0 | -3.6
CC(=O)C1=C(O)C(=O)N(Cc2cccnc2)C1c1ccccc1 (stereo unspecified) | -1.0 | 1.0
COc1ccc(OC)c(-c2cc(C(=O)NCc3ccco3)no2)c1 | -4.1 | -11.8
CCn1c(=O)cc(OCC(=O)N(C)C2CCCCC2)c2ccccc21 | -7.8 | -8.3
O=C(COc1ccccc1)Nc1ccc(-c2nnc(-c3ccco3)o2)cc1 | -0.5 | -0.8
CCOC(=O)c1c(C)n(C)c2ccc(O)c(S(=O)(=O)c3ccccc3)c12 | -0.6 | 1.8
Cc1cc(C(=O)CSc2nc3ccccc3n2CCC#N)c(C)n1Cc1cccs1 | 2.2 | 4.8
CC1CCN(C(=O)CSc2nc3ccccc3[nH]2)CC1 | 0.2 | -5.8
COCCNC(=O)CCCCCNS(=O)(=O)c1ccc(C)cc1 | -3.9 | -4.7
COc1ccccc1NC(=O)C1CCCN(S(=O)(=O)c2cccc3nsnc23)C1 (stereo unspecified) | 2.5 | 5.8
Cc1nc2ccccc2c2oc(C(=O)NCCCN3CCCC3=O)cc12 | -2.2 | 7.9
CCC(C)NC(=O)c1cn(C)c(=O)c2cc(OC)c(OC)cc12 (stereo unspecified) | 0.1 | -0.3
CC(C)(C)n1ncc2c(=O)n(CC(=O)Nc3ccc4c(c3)OCCO4)cnc21 | -3.3 | -3.6
Cc1ccc2nsnc2c1N(S(C)(=O)=O)S(C)(=O)=O | -2.4 | -2.5
Cc1ccc2c(c1)sc1ncc(NC(=O)c3ccccc3)c(=O)n12 | -0.2 | 2.9
O=C(CNS(=O)(=O)c1ccc(Br)s1)N1CCCC1 | -3.4 | -20.5
Cc1nc2c(-c3ccc(F)cc3)c(C)nn2c(C)c1CCC(=O)N1CCN(c2ccccn2)CC1 | 4.1 | 12.9
COc1ccc(-c2nc3n(n2)C(c2ccccc2)C2=C(CCCC2=O)N3)cc1OC (stereo unspecified) | 6.1 | 44.9
CCN1CCN(CCNC(=O)C2CCN(Cc3nc(-c4ccc(Cl)cc4)oc3C)CC2)CC1 | 1.2 | 9.2
COc1ccc(C)cc1Nc1cc(C)nc2nc(C)nn12 | -2.3 | -7.0
CCOc1ccc(-c2noc(=O)[nH]2)cc1 | -1.1 | -16.3
CCOc1cc2[nH]c(=S)n(CCCC(=O)NCc3ccco3)c(=O)c2cc1OCC | 1.3 | 6.1
CCCN1CCN(CCCNC(=O)CN2C(=O)COc3ccccc32)CC1 | 1.3 | 3.7
COc1ccc(C)cc1NC(=O)CCN1CCCC1 | -0.5 | -1.3
CC(C)(C)c1cc(NC(=O)c2cc(F)c(F)c(F)c2F)no1 | -0.8 | 3.5
COc1ccc(C2N(c3ccc(F)cc3)C(=O)C3CCCN32)cc1 (stereo unspecified) | -19.9 | -16.0
COc1ccc(S(=O)(=O)N2CCCC(C(=O)N3CCCCCC3)C2)cc1 (stereo unspecified) | -0.5 | 18.6
CC(=O)NC(Cc1ccc(C)cc1)C(=O)NC1CCN(C(=O)c2cnccn2)CC1 (stereo unspecified) | 1.2 | 5.3
COCCNc1cc(C)nc2ccccc12 | -1.9 | -6.6
O=c1c2cc(N3CCOCC3)ccc2[nH]c(=S)n1CCCN1CCCCC1 | -2.7 | -3.0
O=c1[nH]c(SCc2ccccc2Cl)nc2c1CCCC2 | 0.5 | 15.7
CCOC(=O)Nc1cccc(Cl)c1C | 4.3 | 37.3
CCCN(CCC)CCNC(=O)C(NS(=O)(=O)c1ccc2c(c1)CCC(=O)N2)c1ccccc1 (stereo unspecified) | 0.2 | 12.7
CCCCOC(=O)Nc1ccc(S(=O)(=O)Nc2cc(C)nc(C)n2)cc1 | -5.4 | -23.8
Cn1c(=O)cc(SCC(=O)NCCCN2CCN(c3ccc(F)cc3)CC2)c2ccccc21 | -4.3 | -8.2
CCc1nc(SCC(=O)Nc2cc(C)on2)n[nH]1 | -1.9 | -10.8
Cc1cc(NC(=O)CCn2c(=O)sc3ccccc32)no1 | 1.1 | 1.0
CCOC(=O)N1CCC(NC(=O)CSCc2nc(-c3sccc3C)oc2C)CC1 | -0.1 | -4.8
O=C(NCCOC(=O)C1COc2ccccc2O1)C1COc2ccccc2O1 (stereo unspecified) | -3.1 | -11.0
COCc1cc(C)nc(SCC(=O)NCc2ccco2)c1C#N | -6.0 | -17.3
O=C(O)c1ccccc1C(=O)NCc1ccc(F)cc1 | -0.2 | 9.5
Cc1nc(C)c(C(=O)C2=C(O)C(=O)N(CCCn3ccnc3)C2c2ccccc2)s1 (stereo unspecified) | -0.4 | -10.5
Nc1nonc1-c1noc(-c2ccccc2Br)n1 | -1.6 | -1.4
COc1ccc(CNC(=O)C2CC(c3cccc(OC)c3)=NO2)cc1 (stereo unspecified) | 0.6 | -12.9
CCOC(=O)c1cccc(NC(=O)CSc2nc3cccnc3n2C)c1 | -3.2 | -18.3
COc1ccc(OC)c2c1CC(C)(C)NC2=O | -1.2 | -11.4
O=C(COc1nsnc1N1CCOCC1)N1CCOCC1 | 4.3 | 19.6
COC(=O)C(C)Sc1nc2c(c(=O)n1-c1ccccc1)SCC2 (stereo unspecified) | 0.3 | 7.9
COc1ccc(N(CC(=O)NCc2cccc(OC)c2)S(=O)(=O)c2c(C)noc2C)cc1 | -0.3 | -10.1

Shown as tab-separated lines: entries from further up
smiles	S aureus QS inh	S aureus QS inh GFP MFI %
CCOc1cc2[nH]c(=S)n(CCCC(=O)NCc3ccco3)c(=O)c2cc1OCC	1.3	6.1
CCCN1CCN(CCCNC(=O)CN2C(=O)COc3ccccc32)CC1	1.3	3.7
COc1ccc(C)cc1NC(=O)CCN1CCCC1	-0.5	-1.3
CC(C)(C)c1cc(NC(=O)c2cc(F)c(F)c(F)c2F)no1	-0.8	3.5
COc1ccc(C2N(c3ccc(F)cc3)C(=O)C3CCCN32)cc1 (stereo unspecified)	-19.9	-16.0
COc1ccc(S(=O)(=O)N2CCCC(C(=O)N3CCCCCC3)C2)cc1 (stereo unspecified)	-0.5	18.6
CC(=O)NC(Cc1ccc(C)cc1)C(=O)NC1CCN(C(=O)c2cnccn2)CC1 (stereo unspecified)	1.2	5.3
COCCNc1cc(C)nc2ccccc12	-1.9	-6.6
O=c1c2cc(N3CCOCC3)ccc2[nH]c(=S)n1CCCN1CCCCC1	-2.7	-3.0
O=c1[nH]c(SCc2ccccc2Cl)nc2c1CCCC2	0.5	15.7
CCOC(=O)Nc1cccc(Cl)c1C	4.3	37.3
CCCN(CCC)CCNC(=O)C(NS(=O)(=O)c1ccc2c(c1)CCC(=O)N2)c1ccccc1 (stereo unspecified)	0.2	12.7
CCCCOC(=O)Nc1ccc(S(=O)(=O)Nc2cc(C)nc(C)n2)cc1	-5.4	-23.8
Cn1c(=O)cc(SCC(=O)NCCCN2CCN(c3ccc(F)cc3)CC2)c2ccccc21	-4.3	-8.2
CCc1nc(SCC(=O)Nc2cc(C)on2)n[nH]1	-1.9	-10.8
Cc1cc(NC(=O)CCn2c(=O)sc3ccccc32)no1	1.1	1.0
CCOC(=O)N1CCC(NC(=O)CSCc2nc(-c3sccc3C)oc2C)CC1	-0.1	-4.8
O=C(NCCOC(=O)C1COc2ccccc2O1)C1COc2ccccc2O1 (stereo unspecified)	-3.1	-11.0
COCc1cc(C)nc(SCC(=O)NCc2ccco2)c1C#N	-6.0	-17.3
O=C(O)c1ccccc1C(=O)NCc1ccc(F)cc1	-0.2	9.5
Cc1nc(C)c(C(=O)C2=C(O)C(=O)N(CCCn3ccnc3)C2c2ccccc2)s1 (stereo unspecified)	-0.4	-10.5
Nc1nonc1-c1noc(-c2ccccc2Br)n1	-1.6	-1.4
COc1ccc(CNC(=O)C2CC(c3cccc(OC)c3)=NO2)cc1 (stereo unspecified)	0.6	-12.9
CCOC(=O)c1cccc(NC(=O)CSc2nc3cccnc3n2C)c1	-3.2	-18.3
COc1ccc(OC)c2c1CC(C)(C)NC2=O	-1.2	-11.4
O=C(COc1nsnc1N1CCOCC1)N1CCOCC1	4.3	19.6
COC(=O)C(C)Sc1nc2c(c(=O)n1-c1ccccc1)SCC2 (stereo unspecified)	0.3	7.9
COc1ccc(N(CC(=O)NCc2cccc(OC)c2)S(=O)(=O)c2c(C)noc2C)cc1	-0.3	-10.1

Screening data (PubChem BioAssay)

Not all compounds are listed; rates above refer to the full screens.
